Bioassay records from PubChem.
N370S GC: inhibitors or activators of N370S glucocerebrosidase for Gaucher disease; Potency, µM (highest dose often 59.4 µM), for the others: at the top dose activity change, negative = inhibition, actives largely listed as inhibitors; P04062; N370S GC spleen homogenate, 4MU-glucoside fluorescence; 330,000 tested, 0.092% active; AID 2101;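 further: 0% = full enzyme activity and -100% = no enzyme basal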
FEN1 inhibitor: blocks human flap endonuclease 1; AID 588795; Recombinant FEN1 flap cleavage, fluorescence, 15 min; Potency, µM (highest dose often 114 µM), for the others: at the top dose activity change, negative = inhibition, usual class: inhibitors; P39748; 390,000 tested, 0.35% active; further: nearly all actives have a fitted effect of over 65% in size
Target sequence (P39748 whole entry, looked up): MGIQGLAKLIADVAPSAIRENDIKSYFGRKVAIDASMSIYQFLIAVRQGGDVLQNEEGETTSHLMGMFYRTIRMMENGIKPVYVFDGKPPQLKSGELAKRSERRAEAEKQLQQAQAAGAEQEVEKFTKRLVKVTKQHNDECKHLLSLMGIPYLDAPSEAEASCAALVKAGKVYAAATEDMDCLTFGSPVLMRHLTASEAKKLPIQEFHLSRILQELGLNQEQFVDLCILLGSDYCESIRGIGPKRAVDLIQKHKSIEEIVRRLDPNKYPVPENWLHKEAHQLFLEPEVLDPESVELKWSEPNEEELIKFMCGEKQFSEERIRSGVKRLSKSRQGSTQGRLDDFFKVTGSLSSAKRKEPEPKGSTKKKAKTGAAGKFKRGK
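Potency values derive from four-parameter Hill fits of normalized qHTS data. The reaction used 10 nM FEN1 preincubated 15 min at room temperature with compound, then 50 nM DNA substrate, read at 0 and 15 min.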
TDP1 block: blocks human tyrosyl-DNA phosphodiesterase 1 | Q9NUW8 | recombinant TDP1, AlphaScreen DNA substrate cleavage | Potency, µM (top dose mostly 130 µM), inactives show at the highest dose activity change, negative = inhibition, most hits filed as inhibitors | 350,000 tested, 0.28% active | AID 485290; further: nearly all actives have a fitted effect of over 40% in size
Target sequence (Q9NUW8 whole entry, looked up): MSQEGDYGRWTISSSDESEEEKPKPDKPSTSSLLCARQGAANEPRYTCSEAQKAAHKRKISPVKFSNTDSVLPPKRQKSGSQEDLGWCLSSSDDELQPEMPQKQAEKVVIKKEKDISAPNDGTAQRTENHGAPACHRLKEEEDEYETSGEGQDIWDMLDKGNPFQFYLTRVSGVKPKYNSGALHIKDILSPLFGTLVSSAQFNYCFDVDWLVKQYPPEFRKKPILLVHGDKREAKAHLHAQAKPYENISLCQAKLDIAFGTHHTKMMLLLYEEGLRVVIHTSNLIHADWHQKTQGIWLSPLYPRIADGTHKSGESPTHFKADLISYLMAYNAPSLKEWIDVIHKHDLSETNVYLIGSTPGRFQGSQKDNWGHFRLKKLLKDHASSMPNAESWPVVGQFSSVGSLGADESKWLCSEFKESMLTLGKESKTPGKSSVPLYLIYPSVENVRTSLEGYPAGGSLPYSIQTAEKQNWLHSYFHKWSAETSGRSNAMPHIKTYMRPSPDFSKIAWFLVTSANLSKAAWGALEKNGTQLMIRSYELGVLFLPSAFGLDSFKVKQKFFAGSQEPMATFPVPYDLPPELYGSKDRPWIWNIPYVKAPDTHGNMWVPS
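Tdp1 1 nM final; 15 min RT w/ cpd; substrate 15 nM, 5 min; beads 10 ug/ml, 10 min; AlphaScreen read. Neg ctrl: no enzyme.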
An asterisk follows results filed as active; ? = inconclusive; . = no result given; & = joins results of further samples; [ ] = another dose, or the depositor's remark. The call rests on the fitted dose curve; in most records, active means well fitted curve in the direction sought with a large enough effect; inconclusive means small, poorly fitted or top-dose-only effect, or another doubt; inactive means no such curve, though single readings can be large; an effect the other way counts as inactive or inconclusive. Unless noted, on the % scale 0 is the no-effect control and ±100 the full control effect; potency means the concentration at half of the fitted maximal effect.

nr	smiles	N370S GC	FEN1 inhibitor	TDP1 block
1	S=C1NCN(CCc2ccccc2)CN1Cc1ccccc1	-1%	21%	-5%
2	CC(C)C(=O)NC1CC(=O)N(c2ccc3c(c2)OCCO3)C1 (configuration not stated)	.	14%	3%
3	CC1=C(C(=O)Nc2ccccc2)C(c2ccccn2)n2nc(SCc3ccccc3Cl)nc2N1 (configuration not stated)	.	19%	0%
4	CCN(CC)S(=O)(=O)c1ccc2[nH]cc(C(=O)NCCN3CCCCC3C)c(=O)c2c1 (configuration not stated)	-14%	-1%	0%
5	CCCSc1nc2cc(OC)c(OC)cc2c(=N)n1CCCN1CCOCC1	-4%	-8%	6%
6	Cc1ccsc1C1C(C#N)=C(N)N(N(C)C)C2=C1C(=O)CC(C)(C)C2 (configuration not stated)	3%	-4%	5%
7	CN(C)Cc1cc(CCNC(=O)c2ccc(Cl)cc2)ccc1O	-15%	6%	1%
8	COc1ccc(-c2nnc(SCC(=O)NC3CCCc4ccccc43)n2N)cc1 (configuration not stated)	1%	-9%	5%
9	NC(N)=Nc1nc(CSCC/C(N)=N/S(N)(=O)=O)cs1	6%	0%	0%
10	O=C(Cn1cnc([N+](=O)[O-])c1)c1ccc(F)cc1	-3%	22%	-12%
11	CCN(CC(=O)Nc1cc(Cl)cc(Cl)c1)CC(=O)NC1CCS(=O)(=O)C1 (configuration not stated)	.	12%	1%
12	CC(=O)Nc1ccc(Nc2nc3ccc(Cl)cc3n3cnnc23)cc1	.	16%	-8%
13	CCN1C(=O)c2ccccc2Sc2ccc(C(=O)NC(C)C)cc21	3%	-7%	.
14	O=C(CCNS(=O)(=O)c1ccc(Br)cc1)NC1CCCCC1	-10%	0%	0%
15	CCCCNC(=S)Nc1ccc(Cl)cc1	-1%	3%	-1%
16	O=C(O)c1ccc(-n2c(-c3ccc(Br)cc3)n[nH]c2=S)cc1	6%	-10%	-5%
17	CCN1CCN(C(=O)c2[nH]c3ccc(OC)cc3c2C)CC1	-4%	-1%	.
18	CC(Oc1ccc(F)cc1)C(=O)Nc1sc2c(c1C(=O)NCc1cccnc1)CCCC2 (configuration not stated)	1%	-8%	7%
19	N#Cc1ccsc1NC(=O)CN(Cc1ccccc1)Cc1ccccc1	15%	-13%	0%
20	Cc1ccc(S(=O)(=O)NC(CC(C)C)C(=O)N2CCN(C/C=C/c3ccccc3)CC2)cc1 (configuration not stated)	.	8%	1%

Of the compounds above, these contain an aryl methoxy group.
nr	smiles	N370S GC	FEN1 inhibitor	TDP1 block
5	CCCSc1nc2cc(OC)c(OC)cc2c(=N)n1CCCN1CCOCC1	-4%	-8%	6%
8	COc1ccc(-c2nnc(SCC(=O)NC3CCCc4ccccc43)n2N)cc1 (configuration not stated)	1%	-9%	5%
17	CCN1CCN(C(=O)c2[nH]c3ccc(OC)cc3c2C)CC1	-4%	-1%	.

The list goes on:
nr	smiles	N370S GC	FEN1 inhibitor	TDP1 block
21	COc1ccc(N2CCN(C(CNC(=O)C(=O)NCc3cccnc3)c3cccnc3)CC2)cc1 (configuration not stated)	.	22%	5%
22	COc1ccc(-n2nc(C(=O)NCC(=O)N3CCN(C)CC3)c3ccccc3c2=O)cc1	-3%	-9%	-7%
23	CCC(C)(C)NC(=O)C(c1ccc(OC)cc1)N(C(=O)CCC(=O)Nc1cc(C)on1)c1cc(OC)ccc1OC (configuration not stated)	?	0%	9%
24	Cn1cccc1C(=O)C(=O)Nc1ccccc1	5%	-2%	4%
25	CC(C)OCCCNc1sc(S(=O)(=O)c2ccccc2)nc1S(=O)(=O)c1ccc(Cl)cc1	.	9%	-5%
26	Cc1nc2c(Br)c(C)nn2c2c1CCC2	-1%	-7%	3%
27	O=C(NCC(=O)N1CCCCCC1)c1ccc(OC(F)F)cc1	-6%	-10%	1%
28	Cc1cc(F)ccc1NCC(=O)Nc1ccccc1Br	6%	-1%	3%
29	O=C(COc1ccc(Cl)cc1)N(Cc1ccccc1)c1ccccn1	?	-20%	-2%
30	O=C(CCCN1C(=O)S/C(=C\C=C\c2ccccc2)C1=O)Nc1ccc(C(=O)O)cc1	-15%	-4%	35µM*
31	COC(=O)CSc1nnc2n(C3CCCCC3)c(=O)c3c4c(sc3n12)CCCC4	16%	-12%	4%
32	COc1cc(NC(=O)CSc2nc(-c3ccc(C)cc3)nc3c2Cc2ccccc2O3)cc(OC)c1	.	3%	4%
33	O=C(NCc1ccccc1Cl)c1ccc(CS(=O)(=O)c2ccc(Br)cc2)o1	.	-5%	2%
34	CCCCOc1ccc(/C=N/NC(=O)C2CCCNC2=O)cc1 (configuration not stated)	5%	5%	3%
35	COc1ccc2cc(CCNC(=O)c3cccs3)c(=O)[nH]c2c1	2%	-3%	0%
36	CC(C)n1c(=S)[nH]c2cc(C(F)(F)F)ccc21	6%	-16%	-1%
37	S=C(NCCc1ccc(Cl)cc1)NC1CCCC1	1%	-12%	-3%
38	CC(C)[C@H](N[C@@H](C)c1ccccc1)c1c(O)ccc2ccccc12	-6%	-17%	.
39	COc1ccc(Cc2nnc(Cl)c3ccccc23)cc1OC	-2%	-7%	.
40	CC1CCCCC12NC(=O)N(CC(=O)N1CCN(C(=O)c3ccco3)CC1)C2=O (configuration not stated)	.	-13%	-11%
41	COc1ccccc1NC(=O)COC(=O)CC(C)(C)CC1=NS(=O)(=O)c2ccccc2N1	-15%	-15%&17%	2%&-2%
42	Cc1nnc(N2CCC(C(=O)NCc3ccc(N(C)C)cc3)CC2)c2nn(-c3ccccc3)c(C)c12	.	-9%	8%
43	COc1cc(C2C(C(C)=O)=C(O)C(=O)N2CCc2ccc(OC)c(OC)c2)ccc1O (configuration not stated)	-17%[2.35 µM]	-1%	-8%
44	O=C(Nc1nn[nH]n1)c1cccc(Oc2ccccc2)c1	16%	0%	2%
45	COC(=O)NCC1(C)CC(NC(=O)OC)CC(C)(C)C1 (configuration not stated)	1%	-1%	8%
46	Cc1ccc(O)c(C2=NCCNC(C(F)(F)F)=C2)c1	-6%	9%	0%
47	COc1ccc(C)cc1NC(=O)c1ccc2c(SCC(=O)O)c3c(nc2c1)CCCC3	-5%	-16%&-1%	2%&1%
48	CCn1c(COc2cccc(OC)c2)nnc1SCC(=O)Nc1cc(OC)ccc1OC	0%	-16%	6%
49	CC1Cc2ccccc2N1C(=O)CSc1nnc(-c2ccc(S(=O)(=O)N3CCCC3)cc2)n1C (configuration not stated)	0%	-5%	0%
50	COc1ccccc1NC(=O)C1=C(C)Nc2nnnn2C1c1ccc(C(F)(F)F)cc1 (configuration not stated)	.	-10%	-1%
51	Cc1cccc(N2CCN(C(=O)CN3C(=O)C4CC=CCC4C3=O)CC2)c1C (configuration not stated)	-2%	12%	-1%
52	CCOc1ccc(CCNC(=O)COC(=O)c2nc(Cl)ccc2Cl)cc1OCC	-8%	-6%	0%
53	N#Cc1ccc(OC(=O)Cc2ccsc2)cc1	-5%	3%	1%
54	CCOCCN1CCN(c2c3c(nc4cc(-c5ccc(F)cc5)nn24)CCC3)CC1	3%	-16%	-1%
55	Brc1ccc(C2Nc3cccc4cccc(c34)N2)o1	-8%	28µM*	?
56	Brc1c(CSc2nnc(-c3ccco3)o2)nc2ccccn12	12%	3%	-2%
57	COc1ccc(NC(=O)CN2C(=O)COc3ccc(S(=O)(=O)N4CCOCC4)cc32)cc1Cl	-17%	-15%&-12%	2%&-3%
58	Nc1nnn(CC(=O)N/N=C/c2ccc(O)cc2)n1	13%	-7%	4%
59	Cc1nnc(N/N=C/c2ccc(O)c([N+](=O)[O-])c2)[nH]c1=O	3%	3%	2%
60	CCCCCC(=O)Nc1sc(C)c(C)c1C#N	-1%	9%	-8%

Entries above marked active in TDP1 block.
nr	smiles	N370S GC	TDP1 block
30	O=C(CCCN1C(=O)S/C(=C\C=C\c2ccccc2)C1=O)Nc1ccc(C(=O)O)cc1	-15%	35µM*

Next section:
nr	smiles	N370S GC	FEN1 inhibitor	TDP1 block
61	CCC(C)CCN1C(Nc2ccccc2)=NC[C@@H]1Cc1ccccc1 (some centres not stated)	-5%	-9%	.
62	Cc1ccc(-n2c(=O)c3c(C)c(C)sc3n(CC(=O)c3ccc(Cl)cc3)c2=O)cc1C	.	-8%	3%
63	CCS(=O)(=O)N1CC(=O)N(c2ccc(Cl)cc2C)C(C)(C(=O)NC2CCCCC2)C1 (configuration not stated)	.	-7%	5%
64	COc1ccc(-c2nnc(SCC(=O)N3CCCCC3)o2)cc1OC	-11%	6%	0%
65	Cc1cc(C(F)(F)F)nc(-n2cc(-c3cccc(N)c3)nn2)n1	-3%	16%	.
66	CC(=O)Nc1ccccc1OCC(O)CS(=O)(=O)c1ccc(C(F)(F)F)cn1 (configuration not stated)	-3%	-5%	.
67	Cc1cc(C)n(-c2cccc3cccnc23)n1	-3%	0%	7%
68	c1ccc(-c2cn3nc(-c4ccccc4)cnc3n2)cc1	3%	1%	-3%
69	O=C(COC(=O)c1ccccc1N1C(=O)C2C3CCC(C3)C2C1=O)c1ccccc1 (configuration not stated)	3%	-3%	5%
70	CCOc1ccc(S(=O)(=O)N2CCC(C(=O)NCC3CCCO3)CC2)cc1Cl (configuration not stated)	1%	-12%	0%
71	CC(C)CO/N=C1/[C@H]2O[C@@H]2[C@@H](O)[C@H]2[C@H]1CCn1c(=O)n(C)c(=O)n12	-2%[12.8 µM]	.	2%[21 µM]
72	C=CCn1c(=O)c(CCC(=O)Nc2ccc(N3CCOCC3)cc2)nc2cc(C(F)(F)F)ccc21	-1%	-3%	0%
73	C#CCOc1c(Cl)cc(/C=C2/C(=O)ON=C2C)cc1OCC	-8%	-20%	.
74	Cc1ccc(Cl)cc1N1CCN(C2CCCCC2NS(=O)(=O)c2ccccc2)CC1 (configuration not stated)	-6%	22%	0%
75	CCCN1CCC(NC(=O)Cc2ccccc2OC)CC1	-11%	-9%	4%
76	Cc1ccc(S(=O)(=O)CCC(=O)Nc2cc(Cl)ccc2-n2cncn2)cc1	-20%	-11%	-4%
77	CCOC(=O)C1(Cc2ccc(Cl)cc2)CCN(C2CCC2)CC1	-10%	9%	.
78	Cc1sc2ncn(CC(=O)N(CC(=O)NC3CCCC3)Cc3cccs3)c(=O)c2c1C	14%	-1%	3%
79	Cc1c(N(C)C(=O)C23CC4CC(CC(C4)C2)C3)c(=O)n(-c2ccccc2)n1C	19%	11%	3%
80	Cc1cccc(N2CCN(C(=O)CCNS(=O)(=O)c3ccc4c(c3)oc(=O)n4C)CC2)c1C	-5%	1%	0%

Rewritten with two lines to a compound: four of the compounds above.
Screens in order – N370S GC	FEN1 inhibitor	TDP1 block
[39] COc1ccc(Cc2nnc(Cl)c3ccccc23)cc1OC
  -2%	-7%	.
[40] CC1CCCCC12NC(=O)N(CC(=O)N1CCN(C(=O)c3ccco3)CC1)C2=O (configuration not stated)
  .	-13%	-11%
[41] COc1ccccc1NC(=O)COC(=O)CC(C)(C)CC1=NS(=O)(=O)c2ccccc2N1
  -15%	-15%&17%	2%&-2%
[42] Cc1nnc(N2CCC(C(=O)NCc3ccc(N(C)C)cc3)CC2)c2nn(-c3ccccc3)c(C)c12
  .	-9%	8%

(more compounds)
nr	smiles	N370S GC	FEN1 inhibitor	TDP1 block
81	CCc1ccc[n+](-c2nc3ccccc3nc2C(=C=[N-])C#N)c1	7%	-4%	-1%
82	COc1cc(C(=O)OCc2cc(=O)oc3c(C)c(C)ccc23)ccc1OC(F)F	-8%	-2%	.
83	COc1ccc(C(=O)C2CCCN(C(=O)c3c4c(nn3C)CCCC4)C2)cc1F (configuration not stated)	3%	0%	0%
84	CCCn1nnnc1NCc1ccc(SC)cc1	5%	25%	.
85	Cc1ccc(CCNC(=O)CCS(=O)(=O)Cc2ccc(C)cc2)cc1	-4%	3%	.
86	Cc1ccc(C)c(N2CCN(C(=O)Cn3c(=O)c4cccn4c4ccc(F)cc43)CC2)c1	.	8%	3%
87	O=C1CCC(=O)N1CC(=O)N1c2ccccc2Sc2ccccc21	-11%	7%	0%
88	COc1ccc(C=NNC(=O)c2ccccc2NS(=O)(=O)c2cccs2)cc1O	.	4%	1%
89	COc1cc2ccccc2cc1C(=O)Nc1sc2c(c1C(N)=O)CCN(C(C)C)C2	-15%	.	5%
90	Cc1ccc(N2C(=O)CC(Cc3cc(C)cc(C)c3)C2=O)cc1 (configuration not stated)	-2%	-14%	1%
91	Cc1cccc(CNC(=O)c2oc3c(c2C)-c2nn(Cc4cccc(Cl)c4)cc2CC3)c1	.	8%	3%
92	O=C(NCC(c1ccco1)N1CCCC1)c1cccc(S(=O)(=O)Nc2ccc(F)cc2)c1 (configuration not stated)	.	0%	-2%
93	CC(NC(=O)Cc1ccccc1)c1ccc(F)cc1 (configuration not stated)	3%	13%	3%
94	COc1ccc(CC(=O)OCC(=O)NNC(=O)c2ccccc2)cc1	.	10%	-1%
95	CCc1nnc(NC(=O)C2(C)COC(c3ccc(OC)cc3)OC2)s1 (configuration not stated)	12%	-3%	1%
96	O=C(NC1CCCC1)C1CCCN1C(=O)Oc1ccccc1 (configuration not stated)	3%	-8%	2%
97	Cc1sc2nc(C)n(/N=C/c3ccccc3O)c(=O)c2c1C	-1%	-2%	1%
98	Cc1ccccc1C(=O)NC1CC2CCCC(C1)N2C(=O)Nc1ccccc1 (configuration not stated)	-2%	15%	-16%
